Screens from PubChem BioAssay.
ERAP1 inh: inhibitors of human ERAP1 aminopeptidase. AID 652197. recombinant ERAP1, Leu-AMC fluorescence, 60 min. inhibition, % at 10.7 µM. Q9NZ08. 340,000 tested, 0.15% active;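 active = mean replicate inhibition of at least 30%, or all replicates individually reaching that 30% level; inactive = mean below 30% and not every replicate reaching it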;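 also: 0% = neutral control wells and 100% = L-leucinethiol positive control wells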
Target sequence (Q9NZ08 whole entry, looked up): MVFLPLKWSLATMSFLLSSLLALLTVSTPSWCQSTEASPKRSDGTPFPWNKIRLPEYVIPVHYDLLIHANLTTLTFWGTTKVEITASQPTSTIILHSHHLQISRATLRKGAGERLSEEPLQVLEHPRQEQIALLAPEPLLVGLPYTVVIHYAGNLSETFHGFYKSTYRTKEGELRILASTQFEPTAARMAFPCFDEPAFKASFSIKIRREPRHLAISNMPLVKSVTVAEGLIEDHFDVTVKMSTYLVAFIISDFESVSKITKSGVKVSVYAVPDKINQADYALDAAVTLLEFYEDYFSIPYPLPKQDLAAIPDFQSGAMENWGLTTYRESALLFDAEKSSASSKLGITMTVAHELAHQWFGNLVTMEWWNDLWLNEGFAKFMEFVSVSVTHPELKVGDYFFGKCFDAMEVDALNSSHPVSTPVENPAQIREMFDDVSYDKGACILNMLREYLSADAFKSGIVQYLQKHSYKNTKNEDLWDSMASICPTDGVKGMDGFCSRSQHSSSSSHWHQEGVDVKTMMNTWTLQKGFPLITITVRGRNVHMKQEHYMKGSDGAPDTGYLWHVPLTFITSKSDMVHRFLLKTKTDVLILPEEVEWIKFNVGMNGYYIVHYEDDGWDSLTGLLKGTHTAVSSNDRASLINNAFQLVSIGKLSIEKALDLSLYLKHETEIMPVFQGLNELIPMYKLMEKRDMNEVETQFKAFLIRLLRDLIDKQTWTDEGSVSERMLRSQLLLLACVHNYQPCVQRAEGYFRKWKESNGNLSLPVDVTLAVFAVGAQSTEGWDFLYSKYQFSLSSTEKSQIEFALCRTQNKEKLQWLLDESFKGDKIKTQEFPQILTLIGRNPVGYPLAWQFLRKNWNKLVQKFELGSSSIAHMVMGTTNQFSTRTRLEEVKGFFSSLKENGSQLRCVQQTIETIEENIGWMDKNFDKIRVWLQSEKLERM
SIRT5 inh: blocks human SIRT5 desuccinylation of peptide | 330,000 tested, 1.1% active | Q9NXA8 | Purified SirT5, succinyl-peptide AMC, trypsin-coupled fluorescence | inhibition, % at 15 µM; in the data active = inhibition above about 15%
Cneo AK release: causes C. neoformans cell lysis. adenylate kinase release luminescence, 4 h; normalised: neutral wells 0, clomiphene wells 100. lysis activity, % at 15 µM. 360,000 tested, 0.2% active. AID 651654;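 active = mean lysis activity across replicates of at least 80%, whatever share of replicates individually reach that level; inactive = mean lysis activity below 80%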
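Signal: Adenylate kinase release luminescence | Assay system: Log-phase Cryptococcus neoformans yeast cells | Input: Cells at 5 × 10^6 per mL | Buffer or medium: Fresh YPD growth medium | Compound: Single dose | Schedule: Static 4 h at 37 °C with compound, 1 h detection | Controls: Clomiphene | Read-out: Luminescence rise reflecting yeast cell lysis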
PGC1a acetyl inh: modulators of PGC1a acetylation. U2OS PGC1a acetylation, AlphaScreen anti-acetyl-lysine; with virally co-expressed GCN5 acetyltransferase. 350,000 tested, 0.17% active. AID 651687. inhibition, % at 15.6 µM;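 active = every replicate shows inhibition of at least 40%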;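 also: 0% = neutral control wells and 100% = positive control wells; some results beyond the cut were filed as inactive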
LGR2 inh: Drosophila LGR2 receptor signaling inhibition; HEK293 LGR2, CRE-luciferase, bursicon-stimulated, 4 h; inhibition, % at 9.99 µM; 380,000 tested, 0.35% active; AID 720647;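 active = drop in luminescence signal, shown as inhibition above about 50% in the replicate tests, limit read from the data, passing the limit was not always enough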;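 also: agonist challenge used bursicon conditioned medium at about half maximal strength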
S100A4 inh HTS: blocks human S100A4 binding to myosin IIA peptide; P26447; S100A4/TAMRA-MyoIIA peptide fluorescence polarization; inhibition, % at 10.7 µM; 360,000 tested, 0.14% active; AID 652163;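 active = mean inhibition of at least 70% across replicates, with every replicate also reaching that level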
Target sequence (P26447 whole entry, looked up): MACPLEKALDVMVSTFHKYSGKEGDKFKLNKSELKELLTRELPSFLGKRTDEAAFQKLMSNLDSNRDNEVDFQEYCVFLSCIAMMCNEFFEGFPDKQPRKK
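Material: human S100A4 monomer with TAMRA-labelled myosin IIA peptide; buffer or medium: HEPES pH 7.2 with CaCl2, KCl, NaCl, DTT, Triton; compound dosing: one concentration per compound; schedule: 5 min incubation before reading; benchmarks: neutral control DMSO, positive control TFP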
C2C12 statin: suppression of simvastatin myotoxicity | C2C12 myotubes + simvastatin, ATP luminescence, 48 h; scaled: DMSO 0, geranylgeraniol control 100 | rescue of ATP level, % at 7.49 µM | 330,000 tested, 0.78% active;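 active = mean ATP rescue above about 67%, or every replicate alone reaching that limit, limit read from the data, passing the limit was not always enough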;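 also: myotubes were challenged with 10 µM simvastatin during compound exposure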
XiGFP reactiv: activators of X-chromosome reactivation in mouse fibroblasts; XiGFP mouse fibroblasts, % GFP-positive cells imaging, 3 d; cells co-treated with 5-aza-dC sensitizer; scaled so ellipticine positive control = 100%; activation, % at 7.58 µM; 360,000 tested, 0.055% active; AID 743238;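 active = mean normalized replicate activation at least 10% and every replicate at or above 10%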;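 also: 0% = median of on-plate neutral control wells and 100% = ellipticine 6 µM median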
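Assay system: SV40-immortalized XiGFP fibroblast cells, line 68-5-11; buffer or medium: DMEM plus 5-aza-dC sensitizer; compound: one concentration, pinned; timing: compounds 3 days, fix/stain 15 min at room temperature; benchmarks: positive control ellipticine, 6 µM final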
Numbers without * were called inactive; nt = no result given. The list is partial; rates above refer to the full screens.

SMILES | ERAP1 inh | SIRT5 inh | Cneo AK release | PGC1a acetyl inh | LGR2 inh | S100A4 inh HTS | C2C12 statin | XiGFP reactiv
CC(C)Cn1c(N)c(C(=O)COC(=O)c2cc(F)cc(F)c2)c(=O)n(C)c1=O | -0.1 | -2.0 | nt | nt | 8.8 | 1.9 | nt | 0.0
O=C(COC(=O)Cc1ccsc1)Nc1cccc(Cl)c1 | 2.2 | -5.1 | 0.0 | nt | -9.1 | -1.0 | 1.1 | 0.2
COCC(=O)Nc1ccc2c(c1)[C@@H]1C[C@@H](CC(=O)N[C@H](C)c3ccccc3)O[C@H](CO)[C@@H]1O2 | -1.1 | -1.3 | 1.7 | 2.7 | -13.0 | -18.3 | 6.1 | 0.3
COc1ccc(OC)c(NC(=O)CSc2nc3[nH]c(=O)cc(O)c3s2)c1 | 0.7 | 2.9 | -0.3 | 4.6 | 17.3 | -3.6 | 5.5 | 0.3
COc1ccc2c(c1)OC[C@H]1[C@H]2N2C(=O)c3ccccc3NC(=O)[C@@]2(C)[C@H]1c1ccccc1 | -2.4 | nt | -1.8 | nt | 14.2 | -0.6 | -1.2 | 0.1
O=C(C[C@H]1CC[C@@H]2[C@H](COC[C@@H](O)CN2Cc2cccc(C(F)(F)F)c2)O1)NCCc1ccccc1 | -2.7 | -1.5 | -1.1 | -1.1 | -7.5 | -0.6 | -10.5 | 0.0
COc1ccc(C(=O)N/N=C/C2CC=CCC2)cc1OC (configuration not stated) | -0.1 | -0.5 | 0.1 | 9.8 | 8.9 | 6.5 | 6.5 | 0.0
CC(=O)c1ccsc1-c1c(C)cc2oc(=O)cc(-c3ccccc3)c2c1C | nt | 1.0 | 6.7 | 22.7 | -32.7 | -9.3 | -16.0 | 0.0
COc1ccc(S(=O)(=O)Nc2ccc3c(c2)C(=O)N([C@H](C)CO)C[C@@H](C)[C@@H](CN(C)C(=O)c2ccncc2)OCCCC[C@H](C)O3)cc1 | 2.7 | -3.6 | -4.4 | 6.1 | 14.4 | 5.5 | nt | -0.4
CCC(=O)N[C@@H]1CC[C@H](CCn2cc(CN(C)C)nn2)O[C@H]1CO | -13.7 | -0.8 | -0.9 | 6.0 | 2.6 | 6.6 | -1.9 | -0.3
C/C(=N\NC(=O)c1nnn(-c2nonc2N)c1-c1ccccc1)c1ccccc1O | 3.2 | 0.3 | -0.6 | 2.6 | 22.1 | -4.5 | -24.5 | 0.6
Cc1cc(C)c(C(=O)CN2C(=O)NC3(CCC(C)CC3)C2=O)cc1C (configuration not stated) | -9.2 | 3.1 | -2.8 | 0.0 | 1.9 | -2.2 | -4.1 | 0.1
COc1cccc(NC(=O)CSc2nc(=O)n(Cc3ccncc3)c3c2CCCC3)c1 | -0.4 | -1.9 | 4.3 | nt | 5.4 | -2.5 | 10.6 | 0.0
CCC(C)Cn1c(O)cc2nn(-c3nc4ccccc4s3)c(=O)c-2c1C (configuration not stated) | nt | 8.9 | -7.5 | 5.7 | -4.9 | 1.8 | -44.5 | nt
Cc1ccc(-c2cnc3c(c2)C(=O)N([C@H](C)CO)C[C@@H](C)[C@H](CN(C)C(=O)c2cccnc2)O3)cc1 | -0.8 | 7.8 | 5.5 | 7.4 | 4.1 | -12.3 | -6.3 | -1.0
Cc1ccc(C(=O)C2=C(O)C(=O)N(Cc3ccco3)C2c2ccc(N(C)C)cc2)o1 (configuration not stated) | -0.7 | 3.9 | 1.2 | -4.9 | 2.5 | -2.5 | 1.1 | 0.0
Cc1n[nH]c(=O)n1-c1ccc(OCc2ccccc2)cc1 | 0.6 | -2.9 | -0.3 | -9.4 | 1.6 | 1.2 | -0.6 | 0.0
OCC[C@H]1C[C@@H](O)[C@H](O)[C@]2(CCc3ccccc3CO2)O1 | -6.1 | 0.4 | 2.2 | nt | 4.8 | 0.7 | 4.7 | 0.0
CN(CC(=O)Nc1ccc(F)c(F)c1F)C(=O)CC1CCCCC1 | -0.2 | 1.2 | -0.2 | -4.9 | -1.8 | -2.3 | 15.8 | 0.2
O=C(Nc1cc(S(=O)(=O)N2CCOCC2)ccc1N1CCCCC1)c1cc(-c2ccccn2)nc2ccccc12 | -2.7 | 2.0 | nt | 7.9 | 22.3 | 0.2 | nt | -0.1
Cc1ccc(CNC(=O)Cn2cnc3c(OCc4ccccc4)ncnc32)o1 | -6.1 | -4.5 | 0.1 | 2.0 | -8.4 | 0.7 | -10.4 | 0.0
Cc1cc(=O)oc2cc(OC(C)C(=O)NCC3CCC(C(=O)O)CC3)ccc12 (configuration not stated) | 4.7 | nt | -3.7 | 0.6 | nt | 2.0 | 6.4 | nt
C/C(=N\NC(=O)c1c(Cl)c(C)nn1C)c1cccc(NC(=O)c2cccc(F)c2)c1 | -4.2 | -1.5 | -1.5 | nt | -12.9 | 5.3 | -11.5 | 0.5
CCCCCc1ccc(-c2ccc(OC)cc2)nc1 | 7.7 | -7.8 | -1.4 | nt | -99.8 | -2.2 | -9.1 | 0.0
CC(=O)N/C(=C\c1ccccc1)C(=O)OCC(=O)c1ccccc1 | 3.8 | -8.5 | -1.5 | nt | 5.9 | 17.0 | -5.2 | 0.0
O=c1c2cc(Cl)cc(Cl)c2nc2n1CCC2 | 6.0 | 1.5 | nt | nt | 14.7 | -4.8 | nt | 0.1
COc1cccc(Cn2c(=O)oc3ccccc32)c1 | 1.6 | 1.3 | 5.0 | 5.9 | 6.9 | -3.7 | 0.8 | -0.1
COc1ccc(CCNC(=O)c2ccc(CSc3ccc(Cl)cc3)o2)cc1OC | -1.1 | nt | nt | nt | 1.7 | -2.0 | nt | -0.1
C[C@H]1CN([C@@H](C)CO)C(=O)c2cc(NS(C)(=O)=O)ccc2O[C@@H]1CN(C)S(=O)(=O)c1ccc(F)cc1 | nt | 2.1 | -1.9 | 4.8 | 11.9 | -3.2 | -19.0 | -0.1
CCN1CCN(Cc2nnc(-c3ccc(C)cc3)o2)CC1 | 0.9 | -1.1 | 3.3 | nt | -0.5 | 1.9 | -4.8 | 0.1
O=C(c1cccnc1)N1CC(=O)N2[C@H](C1)[C@H](c1ccc(/C=C/c3ccccc3)cc1)[C@@H]2CO | 4.1 | 4.7 | nt | -0.3 | 7.9 | -32.9 | nt | 0.0
CCn1nnnc1SCC(=O)N1CCN(c2ccccc2)CC1 | 0.1 | nt | -4.4 | -1.0 | 8.2 | 3.4 | nt | 0.1
O=C(Nc1cccc(S(=O)(=O)NC2=NCCC2)c1)c1ccc(=O)[nH]c1 | 4.4 | 0.2 | -0.2 | -8.1 | 6.1 | 0.6 | -11.7 | 0.0
CC1CN(C(=O)c2ccc(-c3ccccc3Cl)o2)CC(C)O1 (configuration not stated) | -0.4 | 0.3 | -1.2 | 3.0 | 19.7 | 2.5 | -3.5 | 0.0
COc1ccc(S(=O)(=O)NC(Cc2cnc[nH]2)C(=O)O)cc1 (configuration not stated) | nt | nt | 2.9 | nt | 29.1 | -9.5 | nt | 0.3
COc1ccccc1NC(=S)N1CCN(C(=O)C2CCCO2)CC1 (configuration not stated) | -0.5 | 0.6 | 1.5 | -5.2 | -7.5 | -6.1 | nt | 0.0
CSCCC(NC(=O)COc1ccccc1)C(=O)OCc1ccc(Cl)cc1 (configuration not stated) | -4.4 | -4.1 | -1.0 | -12.5 | 8.8 | -0.4 | 12.3 | -0.1
Clc1ccccc1OCCCOc1cccc2cccnc12 | 0.7 | -3.0 | 0.9 | nt | -52.9 | -1.3 | -5.5 | 0.3
Cn1ncc(Br)c1C(=O)NC1CCCCCCC1 | -1.5 | -1.4 | 2.0 | -1.6 | -12.1 | -3.6 | -1.8 | 0.4
C[C@@H]1CN([C@@H](C)CO)C(=O)c2cc(NC(=O)Nc3ccc(C(F)(F)F)cc3)ccc2O[C@@H](C)CCCCO[C@H]1CN(C)C(=O)c1ccccc1 | -1.7 | 7.9 | -2.0 | 20.7 | 16.8 | -10.0 | nt | 0.0
O=C(NC1CCC1)[C@@H]1[C@@H](CO)[C@@H]2Cn3c(ccc(C4=CCCC4)c3=O)[C@H]1N2C(=O)c1ccccc1 | 2.3 | -3.8 | 0.8 | nt | 3.2 | 2.3 | -3.8 | 0.1
CC(C(=O)NCC(=O)Nc1ccc(F)c(F)c1F)N1CCN(Cc2ccc(C#N)cc2)CC1 (configuration not stated) | -3.8 | -0.2 | -0.7 | 3.9 | -7.7 | -3.2 | -2.4 | 0.3
CN1c2ccc(Br)cc2[C@@H]2[C@@H](CCN2C(=O)Nc2ccc(F)cc2)[C@H]1CO | 1.9 | 4.0 | 33.2 | 10.2 | 29.7 | 1.0 | -8.0 | 0.0
C[C@H]1CN([C@@H](C)CO)C(=O)c2cccc(NC(=O)C3CC3)c2O[C@@H]1CN(C)C(=O)Nc1ccc2c(c1)OCO2 | 1.8 | 2.6 | -6.9 | -0.6 | -13.0 | -2.5 | -0.3 | 0.0
CN1C(=O)c2cc(NC(=O)c3ccc(F)cc3)ccc2OC[C@H]2O[C@H](CC(=O)O)CC[C@H]21 | 1.1 | 3.1 | -17.3 | 7.7 | 9.3 | 7.7 | 7.6 | 0.0
O=C(Nc1ccc(C(F)(F)F)cc1)Nc1ccc2c(c1)[C@H]1C[C@@H](CC(=O)N3CCc4ccccc4C3)O[C@H](CO)[C@H]1O2 | 2.0 | 0.1 | -4.5 | -1.5 | 17.3 | 1.1 | -5.5 | 0.1
CCc1nc2c(OCc3c(C)noc3C)cccn2c1N(C=O)Cc1ccc(OC)cc1 | -0.1 | nt | 0.7 | 3.7 | 9.2 | -0.6 | 4.4 | 0.1
CO[C@H]1CN(C)C(=O)c2ccc(NC(=O)Nc3ccccc3)cc2OC[C@H](C)N(C(=O)CC2CC2)C[C@@H]1C | 1.9 | 2.0 | nt | -4.8 | 3.4 | -7.5 | nt | 0.1
Cc1cc(C)n2nc(C(=O)NCC(=O)Nc3ccc(F)c(F)c3)nc2n1 | -5.9 | -3.6 | nt | nt | 8.7 | -3.5 | nt | 0.2
COc1ccc(CCNC(=O)CC2SC(=NCc3ccccc3OC)NC2=O)cc1 (configuration not stated) | 5.4 | -1.9 | nt | -4.2 | 5.7 | -18.9 | nt | 0.5
C/C(=N\NC(=O)c1nnn(-c2nonc2N)c1C(C)C)c1ccncc1 | 2.5 | -2.3 | 5.5 | -4.4 | 3.2 | 2.6 | -7.7 | 0.0
CSc1ccccc1NC(=O)c1cc(CC(C)C)on1 | 2.9 | 3.7 | -3.7 | nt | -82.6 | 1.1 | 1.5 | -0.1

Four entries already listed, sorted by molecular weight, smallest number first.
SMILES | ERAP1 inh | SIRT5 inh | Cneo AK release | PGC1a acetyl inh | LGR2 inh | S100A4 inh HTS | C2C12 statin | XiGFP reactiv
CC(C(=O)NCC(=O)Nc1ccc(F)c(F)c1F)N1CCN(Cc2ccc(C#N)cc2)CC1 (configuration not stated) | -3.8 | -0.2 | -0.7 | 3.9 | -7.7 | -3.2 | -2.4 | 0.3
O=C(NC1CCC1)[C@@H]1[C@@H](CO)[C@@H]2Cn3c(ccc(C4=CCCC4)c3=O)[C@H]1N2C(=O)c1ccccc1 | 2.3 | -3.8 | 0.8 | nt | 3.2 | 2.3 | -3.8 | 0.1
C[C@H]1CN([C@@H](C)CO)C(=O)c2cccc(NC(=O)C3CC3)c2O[C@@H]1CN(C)C(=O)Nc1ccc2c(c1)OCO2 | 1.8 | 2.6 | -6.9 | -0.6 | -13.0 | -2.5 | -0.3 | 0.0
O=C(Nc1ccc(C(F)(F)F)cc1)Nc1ccc2c(c1)[C@H]1C[C@@H](CC(=O)N3CCc4ccccc4C3)O[C@H](CO)[C@H]1O2 | 2.0 | 0.1 | -4.5 | -1.5 | 17.3 | 1.1 | -5.5 | 0.1
